TNAP activators: stimulation of alkaline phosphatase TNAP activity – biochemical, luminescent, no phosphate acceptor, uHTS, primary screen (AID 1001). purified TNAP, luminescent activation assay, no phosphate acceptor; higher activation fold means a stronger effect. activation fold at 20 µM; hits with a dose series show EC50 in µM. hit rate 0.03% among 200,000; in the data active = activation fold from about 3, or a potency from the dose series; inactive = the rest, 99 in 100 with activation fold below about 1.6; also: many of its hits are not listed in these tables
CSM14.1 death rescue: protection against thapsigargin-triggered cell killing – 384-well, CSM14.1, ATP luminescence, primary screen (AID 1222); CSM14.1 thapsigargin-induced death rescue, ATP luminescence; higher % means a stronger effect; 190,000 tested, under 10 active; cellular ATP content (survival), % at 20 µM, or EC50 in µM where a hit was titrated;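 active = EC50 below 50 µM in the dose-response confirmation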;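 also: death triggered by thapsigargin at about 15 µM added after 2 h compound pretreatment; cell ATP read after overnight thapsigargin exposure of roughly 18 to 22 hours; normalized against plate controls of thapsigargin alone and 5% DMSO vehicle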
Yfh1-depleted yeast: enhancers of respiration in Yfh1-depleted yeast, dose response, Friedreich's ataxia, plus single-dose screen (AID 1465); hit rate 0.074% among 220,000; fold induction at 50 µM; hits with a dose series show EC50 in µM; S. cerevisiae Yfh1-off respiration, WST-1 reduction, 72 h; higher fold induction means a stronger effect;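 active = fold induction of absorbance versus untreated yeast above a set limit, then at least 30% activation at any dose in follow-up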;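 also: activators that raise dye reduction in frataxin-depleted yeast; strong numbers were not always called active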
NOD1 inhibition: NOD1 signaling inhibitors, primary screen, cell-based, luminescence, uHTS (AID 1578); NOD1-driven NF-kB luciferase reporter cells, luminescence; higher % means a stronger effect; inhibition, % at 4 µM, or EC50 in µM where a hit was titrated; hit rate 1% among 290,000; in the data active = inhibition mostly above about 36%, no sharp cut-off; inactive = mostly below about 34%;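 also: HEK-293T reporter cells stimulated with the NOD1 agonist gamma-tri-DAP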
KOR beta-arrestin-1: kappa opioid receptor activators – cell-based, luminescence, uHTS, primary screen (AID 1777) | KOR beta-arrestin recruitment, luminescence; higher % means a stronger effect | activation, % at 10 µM; hits with a dose series show EC50 in µM | hit rate 0.02% among 280,000; in the data active = activation above about 50%, passing the limit was not always enough; also: a part of the inactive calls stands beside numbers as strong as those of hits
GPR55 activation: selective activators of receptor GPR55 – imaging, U2OS cells, beta-arrestin-GFP redistribution, primary screen (AID 1961); activation, % at 10 µM, or EC50 in µM where a hit was titrated; hit rate 0.048% among 290,000; U2OS GPR55 beta-arrestin-GFP redistribution imaging; higher % means a stronger effect;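 active = activation above 40% with more than 50 cells counted in the well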;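 also: U2OS osteosarcoma cells stably expressing GPR55 and beta-arrestin-GFP; plate controls were DMSO negative control for no effect and LPI positive control for full effect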
KOR beta-arrestin-2: KOR antagonists, beta-arrestin recruitment, cell-based, luminescence, uHTS (AID 1778); KOR beta-arrestin recruitment, luminescence, antagonist mode; higher % means a stronger effect; inhibition, % at 10 µM; hits with a dose series show IC50 in µM; hit rate 0.091% among 290,000; also: strong numbers were not always called active
NTR1 ag: agonists of NTR1, primary screen, imaging, U2OS cells, beta-arrestin-GFP, high content (AID 493036); P30989; NTR1-U2OS beta-arrestin-GFP spot imaging, agonist mode; activation, % at 20 µM; hit rate 0.17% among 330,000;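 active = activation at or above 40% of the spot to cytoplasm intensity ratio, with at least 20 cells analyzed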;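 also: 0% = DMSO without peptide and 100% = 100 nM NTR1 peptide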
Target sequence (P30989 whole entry, looked up): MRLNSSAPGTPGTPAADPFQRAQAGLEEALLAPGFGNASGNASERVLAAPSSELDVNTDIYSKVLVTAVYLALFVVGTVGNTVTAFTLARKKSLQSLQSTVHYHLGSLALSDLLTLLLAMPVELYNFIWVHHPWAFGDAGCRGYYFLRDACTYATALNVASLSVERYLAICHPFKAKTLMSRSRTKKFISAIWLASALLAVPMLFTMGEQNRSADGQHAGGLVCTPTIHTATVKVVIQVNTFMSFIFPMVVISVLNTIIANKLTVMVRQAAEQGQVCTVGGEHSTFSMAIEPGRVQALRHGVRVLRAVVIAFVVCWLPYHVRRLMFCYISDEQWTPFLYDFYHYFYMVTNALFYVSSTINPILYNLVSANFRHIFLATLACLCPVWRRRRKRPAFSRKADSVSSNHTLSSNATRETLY
NOD2 inhibition: inhibition of NOD2-driven NF-kB reporter – cell-based, luminescence, uHTS, HEK293 (AID 1566). HEK293 NOD2/NF-kB luciferase reporter, luminescence; higher % means a stronger effect. one-dose inhibition, % at 4 µM; EC50 in µM for titrated hits. hit rate 0.63% among 290,000; also: many of its hits are not listed in these tables
NTR1 ag cell count 20 µM: recorded beside NTR1 ag, whose call it bears; cell count; measured here: cell count, cytotoxicity flag
Numbers without * were called inactive; i = inactive; x = no result given; [ ] = dose if it differs, or a comment. Rule as the data show it, unless noted: active = inhibition above about 50%; inactive = the rest. A portion of the library; the hit share may differ from the screen's.

molecule,TNAP activators,CSM14.1 death rescue,Yfh1-depleted yeast,NOD1 inhibition,KOR beta-arrestin-1,GPR55 activation,KOR beta-arrestin-2,NTR1 ag,NTR1 ag cell count 20 µM,NOD2 inhibition
COc1cccc2c1OCC1COc3c(c(=O)n(C)c(=O)n3C)C21 (configuration not stated),1,-0.2%,i,4.6%,1.8%,-0.1%,0.9%,-0.7,35,4.7%
COc1ccc(-n2c(O)cnc2Nc2nc(C)cc(C)n2)cc1OC,1.1,-1.4%,i,18.6%,-3.9%,-0.1%,7.2%,-0.3,54,14.0%
CC(=O)c1cccc(NC(=S)NCCc2ccc(F)cc2)c1,1.1,-0.4%,i,-8.3%,-3.8%,0.0%,3.9%,1.4,53,2.0%
O=C1COc2ccccc2N1Cc1c(F)cccc1Cl,x,x,x,0.3%,-4.6%,-0.1%,-12.2%,3.9,80,24.7%
O=C(Nc1cnccc1C(F)(F)F)NC1CCCCC1,x,x,i,-2.0%,-4.0%,-0.4%,13.7%,1.8,51,18.8%
CC(C)=C(C#N)c1nc2ccccc2s1,1.1,-1.4%,i,-26.3%,-4.3%,-0.2%,5.7%,-0.4,41,1.4%
Cc1ccc(C(=O)Nc2c(C)cc(-c3ccccc3)oc2=O)cc1,1.1,-0.2%,i,-7.9%,-9.9%,0.1%,7.1%,-0.7,47,10.2%
CC1(C)NC(=O)N(CC(O)CN(c2ccccc2)S(=O)(=O)c2ccc([N+](=O)[O-])cc2)C1=O (configuration not stated),x,x,x,-23.8%,-3.9%,0.0%,-16.3%,-0.3,78,3.6%
Cc1ccc(S(=O)(=O)NC2CCC(C(=O)O)CC2)cc1 (configuration not stated),1.1,0.8%,i,6.7%,-2.5%,0.2%,-3.4%,-0.1,80,12.9%
C=CCSc1nnc(NC(=O)c2cccc(S(=O)(=O)N(C)c3ccccc3)c2)s1,1.2,2.0%,i,22.6%,-2.5%,-0.2%,x,1.2,43,26.2%
CCOc1ccccc1NC(=O)CCNS(=O)(=O)c1ccc(NC(C)=O)cc1,x,x,x,-3.6%,-4.6%,-0.2%,-9.3%,0.1,55,11.3%
C/C(=N\NC(=O)CNc1cccc(C(F)(F)F)c1)c1cccs1,1.1,-0.9%,i,-40.2%,-0.5%,-0.2%,12.7%,2.7,47,-19.9%
CS(=O)(=O)c1nc(S(=O)(=O)c2ccc(Cl)cc2)c(NCCCN2CCOCC2)s1,x,x,x,-6.8%,-0.6%,-0.2%,-25.3%,-0.9,49,12.2%
COc1cc(C(=O)Nc2cccc(-c3nc4ccccc4o3)c2C)cc(OC)c1OC,1.1,2.2%,i,-50.6%,52.0%,-0.2%,17.2%,x,x,-16.4%
CCc1ccc(C(=O)C(C)OC(=O)Cc2n[nH]c(=O)c3ccccc23)cc1 (configuration not stated),x,x,x,-13.2%,1.7%,0.3%,11.9%,2.1,59,4.5%
CC1CCCN(CCCOc2ccc(Br)cc2Cl)C1 (configuration not stated),1.1,-3.5%,i,-39.9%,-0.5%,-0.3%,-3.8%,0.3,50,-5.3%
Cc1ccc(N(CC(=O)NN=C2CCN(C)CC2)S(=O)(=O)c2ccccc2)c(C)c1,1,-2.4%,i,13.8%,7.7%,3.7%,-1.9%,0.1,48,-10.7%
Cc1nnc(NC(=O)CCC(=O)N2CCN(CCOc3cccc4ccccc34)CC2)s1,x,x,i,-2.4%,-0.3%,-0.3%,19.8%,-0.2,49,8.5%
CCc1ccc(C(=O)N/N=C(\C)c2ccncc2)s1,x,x,x,-76.0%,2.0%,0.4%,20.6%,0.9,82,-39.7%
O=C(Nc1ccccc1)Nc1ccc(S(=O)(=O)N2CCCCC2)cc1,1.3,x,i,-14.9%,0.5%,-0.1%,25.4%,3.1,59,-63.7%
O=C(NCCC(=O)N1CCc2ccccc21)c1ccco1,x,x,x,-9.1%,-3.1%,0.2%,29.4%,-1.0,53,-12.2%
COc1ccc(-n2cc(-c3ccccc3)c3c(N4CCOCC4)ncnc32)cc1,1.2,1.1%,i,x,4.3%,0.1%,-19.0%,7.4,53,x
COC(=O)c1sccc1NC(=S)NCc1ccc(Cl)cc1,x,x,i,-7.0%,-0.2%,-0.3%,5.4%,5.1,66,14.5%
CCc1ccc(NC(=O)C2CC(=O)N=C(N)S2)cc1 (configuration not stated),1.1,-1.2%,i,-17.3%,5.5%,0.0%,18.4%,1.4,61,-3.8%
Cc1cc2c(N3CCCCC3C)ncnc2s1 (configuration not stated),1.1,-1.0%,i,13.6%,2.9%,-0.3%,12.3%,-0.4,61,12.8%
Cc1ccc(O)c(C2=NCCNC(C(F)(F)C(F)F)=C2)c1,1.1,-2.0%,i,6.4%,-6.6%,-0.1%,-13.4%,0.4,54,4.0%
CC12c3ccccc3C(c3ccccc31)C1C(=O)N(Cc3cccnc3)C(=O)C12 (configuration not stated),1.1,0.0%,i,x,-0.3%,-0.2%,-3.1%,1.3,42,4.0%
CCOC(=O)c1[nH]c(C(=O)O)c(CCN(CC)CC)c1C,1.1,-1.4%,i,-14.4%,-3.9%,0.0%,9.5%,-1.4,44,12.3%
COc1ccc(CC(=O)NNc2ncnc3c2cnn3Cc2ccccc2)cc1OC,x,x,i,-4.6%,-1.1%,-0.2%,1.3%,0.7,60,11.6%
COc1cc(OCC(N)=O)cc(OC)c1OC,1.1,-2.3%,i,-14.2%,-0.7%,-0.5%,-1.7%,3.5,74,16.2%
O=C(NCCc1csc(-c2cccc(F)c2)n1)c1ccco1,x,x,x,-17.8%,-1.1%,-0.1%,-15.1%,0.1,62,1.3%
C[n+]1c2n(c3ccccc31)N=C(c1ccc(-c3ccccc3)cc1)CS2,1,-2.2%,i,43.5%,x,0.3%,-38.3%[20 µM],8.8,32,43.1%
Cc1ccc(NC(=O)c2ccc(NCc3ccc(F)cc3)nc2)cc1,1.1,-1.6%,i,-15.2%,-3.1%,1.1%,-32.9%[20 µM],1.9,99,17.0%
N#C/C(=C(/O)CCl)c1nc2c(s1)CCc1ccccc1-2,x,x,x,78.6%*,-1.2%,-0.2%,-37.2%,3.8,60,-42.0%
Cc1cc(N)n2ncc(-c3ccc(F)cc3)c2n1,1.1,-2.1%,i,-31.8%,-4.8%,0.2%,10.8%,8.2,18,-94.7%
COc1cccc2c(C)cc(N3CCCCCC3)nc12,x,x,x,-0.4%,-2.9%,-0.1%,-1.9%,0.3,50,0.6%
Cc1ccc(NC(=O)C2CC(=O)n3c(nc4ccccc43)N2)cc1Cl (configuration not stated),1.7,-0.7%,i,-46.1%,-1.5%,0.2%,-8.3%,-0.4,48,16.9%
COc1cc(NC(=O)c2ccccc2)c(OC)cc1NC(=O)Cc1ccc(C)cc1,x,x,x,-30.4%,-3.5%,-0.1%,-41.2%[20 µM],-0.8,56,19.1%
CCOc1cc(CNCc2ccccc2)ccc1OCc1ccc(Cl)cc1,x,x,x,-0.6%,0.8%,0.0%,-46.8%,7.6,57,11.0%
C=CCN(Cc1nc(-c2ccccc2)no1)C(=O)c1ccco1,x,x,x,-7.6%,-2.7%,-0.2%,-15.1%,6.7,53,0.4%
Cc1cccc(NS(=O)(=O)c2nnc(NC(=O)c3cccc(C)c3)s2)c1,x,x,x,-5.1%,-4.6%,-0.1%,-43.2%[20 µM],-0.5,47,5.8%
COc1ccc(Cl)cc1NC(=S)NCc1cccnc1,1.1,-0.3%,i,4.8%,0.4%,-0.2%,5.2%,-0.9,39,12.1%
O=C(NN=C(Cc1ccccc1)Cc1ccccc1)c1ccc(F)cc1,1.1,-0.5%,i,-5.2%,-1.0%,-0.4%,x,-1.6,92,9.9%
CC(C)N1CCC(N2CCN(C3CCCCCC3)CC2CCO)CC1 (configuration not stated),1.1,-1.1%,i,-16.2%,-2.9%,0.8%,-11.3%,-0.2,83,18.1%
CCOC(=O)N1CCN(Cc2nc3c(c(=O)n(C)c(=O)n3C)n2Cc2ccc(F)cc2)CC1,1,x,i,-14.5%,-2.9%,-0.1%,-11.8%,4.2,48,15.4%
CC12CCC(=O)N1c1ccccc1C(=O)N2c1ccccc1 (configuration not stated),1.1,-1.2%,i,x,6.3%,0.1%,7.5%,0.0,47,6.2%
Cc1cccc(-c2nsc(SCC(=O)N3CCCC3)n2)c1,1.1,-3.8%,i,-29.6%,3.1%,-0.1%,-22.4%,-0.4,108,-126.2%
Cc1nnc(NC(=O)c2csc3c2CCCC3)s1,1,2.5%,i,-41.5%,7.2%,-0.1%,-16.3%[20 µM],0.9,40,-39.0%
O=C(Nc1ccc2sccc2c1)c1ccc(Cl)s1,1,-3.0%,i,-9.4%,-2.3%,0.2%,14.7%,-2.8,65,-185.1%
O=C1c2ccccc2N2C(=O)c3ccccc3C2N1Cc1ccccc1 (configuration not stated),x,x,i,4.4%,0.1%,-0.1%,-12.7%,1.4,63,10.1%
CC(=O)Nc1ccc(S(=O)(=O)N(C)Cc2ccccc2)cc1,1.1,0.7%,i,-3.5%,-1.6%,0.4%,-5.5%,-0.5,83,-16.1%
O=S(=O)(c1cccs1)N1CCc2ccccc2C1,1.1,-2.0%,i,x,0.1%,0.2%,19.1%,-1.4,59,8.2%
O=C(C1=C(O)C(=O)N(CC2CCCO2)C1c1ccccc1Cl)c1ccco1 (configuration not stated),x,x,x,9.1%,1.4%,0.0%,-9.6%,-1.5,52,-9.0%
CSCCC(NC(=O)c1cccc(C)c1)C(=O)Nc1sccc1C(N)=O (configuration not stated),x,x,x,68.6%*,9.2%,-0.1%,18.8%,1.6,52,-37.8%
CCn1c(SCC(=O)Nc2cccc(C)c2)nc2ccccc2c1=O,x,x,x,-4.1%,2.7%,-0.2%,7.6%,2.2,98,19.9%
Cc1ccc2cccc(OCC(=O)Nc3ccc4c(c3)OCO4)c2n1,1.1,1.6%,i,-33.9%,5.8%,-0.2%,-6.5%,3.5,59,0.6%
COc1ccc(OCCC(=O)OCC(=O)NCCC2=CCCCC2)cc1,1.1,-0.3%,i,-2.9%,-3.5%,0.1%,34.8%,-0.5,60,0.7%
Cc1ccc(CS(=O)Cc2ccc(C(=O)NC3CCC(C)CC3)o2)cc1 (configuration not stated),x,x,x,1.2%,-7.8%,-0.3%,-9.5%,0.8,58,3.0%
O=[N+]([O-])c1ccc(Cl)cc1N1CCCC1,1,0.3%,i,-27.5%,-1.9%,0.0%,-37.3%[20 µM],0.6,41,-3.9%
CC(C)(C)NC(=O)/C=C/c1cccs1,1.1,x,i,-38.8%,0.2%,-0.3%,-0.5%,4.9,44,-9.0%
